GPR151 ag – activators of human GPR151, primary screen, cell-based, PathHunter beta-arrestin, luminescence; G-protein coupled receptor 151 (Homo sapiens), Q8TDV0; actives 1% (n = 650,000); activation, % at 11.2 µM; PathHunter beta-arrestin GPR151 cells; in the data active = activation above about 4.9%;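 note: 0% = median of compound wells and 100% = cells with positive control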
Target sequence (Q8TDV0 whole entry, looked up): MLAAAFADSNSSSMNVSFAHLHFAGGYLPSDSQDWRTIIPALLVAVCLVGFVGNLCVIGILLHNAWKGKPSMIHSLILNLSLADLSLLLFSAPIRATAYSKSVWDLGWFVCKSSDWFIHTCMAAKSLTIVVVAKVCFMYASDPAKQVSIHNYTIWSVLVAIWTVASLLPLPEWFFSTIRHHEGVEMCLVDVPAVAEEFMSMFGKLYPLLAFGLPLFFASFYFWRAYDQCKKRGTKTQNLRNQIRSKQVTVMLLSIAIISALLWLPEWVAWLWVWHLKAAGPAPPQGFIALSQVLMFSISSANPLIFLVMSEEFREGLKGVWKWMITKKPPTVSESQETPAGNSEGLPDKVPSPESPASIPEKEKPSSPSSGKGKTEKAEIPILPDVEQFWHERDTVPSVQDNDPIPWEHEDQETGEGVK
FBW7 activator – FBW7 E3 ligase activators, primary screen, biochemical, AlphaScreen, human; F-box/WD repeat-containing protein 7 (Homo sapiens), Q969H0; AlphaScreen FBW7–phospho-cyclin E peptide binding, activator screen; normalized activity (activation), % at 26.1 µM; actives 0.13% (n = 650,000); in the data active = normalized activity above about 1.9%;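 note: purified mutant Fbw7 with reduced substrate affinity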
TEAD-YAP block – TEAD-YAP interaction inhibition, primary screen, TEAD-YAP interaction inhibitor project, luminescence, HEK-TIYL cells. inhibition, % at 9.12 µM. TEAD-Gal4/YAP UAS-luciferase luminescence. actives 1.4% (n = 640,000); in the data active = inhibition above about 32%;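 note: 0% = median of test compound wells and 100% = reference inhibitor wells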
MITF primary – MITF inhibitors, primary screen, biochemical, AlphaScreen, human | Microphthalmia-associated transcription factor (Homo sapiens), O75030 | AlphaScreen MITF homodimerization, bead proximity signal | inhibition, % at 2.6 µM | actives 0.91% (n = 650,000); in the data active = inhibition above about 50%;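 note: 0% = vehicle wells with protein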
Target sequence (O75030 whole entry, looked up): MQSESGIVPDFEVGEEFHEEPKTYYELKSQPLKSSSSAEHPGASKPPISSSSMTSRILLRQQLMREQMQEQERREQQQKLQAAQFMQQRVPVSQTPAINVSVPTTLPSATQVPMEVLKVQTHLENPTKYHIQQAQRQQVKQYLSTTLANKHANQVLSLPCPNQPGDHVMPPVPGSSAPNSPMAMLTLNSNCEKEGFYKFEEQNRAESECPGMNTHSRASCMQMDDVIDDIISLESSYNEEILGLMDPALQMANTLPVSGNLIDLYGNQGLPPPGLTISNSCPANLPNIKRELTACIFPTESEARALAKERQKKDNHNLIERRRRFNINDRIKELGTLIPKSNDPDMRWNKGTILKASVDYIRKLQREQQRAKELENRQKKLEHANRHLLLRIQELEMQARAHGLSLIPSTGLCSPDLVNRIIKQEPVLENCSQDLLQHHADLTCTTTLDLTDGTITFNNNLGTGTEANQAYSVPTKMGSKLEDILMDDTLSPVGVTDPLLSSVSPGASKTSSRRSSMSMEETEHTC
Numbers without * were called inactive. Compounds were not picked by outcome; any-hit rate near 3.4%.

#	canonical_smiles	GPR151 ag	FBW7 activator
1	O=C(O)CNC(=O)CC12CC3CC(CC(C3)C1)C2	1.0	-0.2
2	CCOC(=O)c1ccc(NC(=O)CSc2cn(Cc3ccc(Cl)cc3)c3ccccc23)cc1	-0.2	0.0
3	CCN(CC)S(=O)(=O)c1ccc(C(=O)Nc2sccc2C#N)cc1	-0.2	0.1
4	CC1=C(C#N)C(=O)N(CCCO)C(=O)/C1=C\c1ccc(-c2ccc(Br)cc2)o1	-0.6	-0.1
5	O=S(=O)(Nc1ccccn1)c1ccc(N=Cc2ccccc2Cl)cc1	1.3	0.0
6	COC(=O)CSc1nnc(-c2ccccc2)n1Cc1ccco1	0.0	-0.1
7	Cc1nn(C2CCS(=O)(=O)C2)c(Cl)c1C=O (stereo not drawn)	-0.5	0.4
8	COc1nc(Nc2ccc(C)cc2)nc(NC2CCCC2)n1	0.0	-0.2
9	Cn1c(NC(=O)c2ccc(N3C(=O)CCC3=O)cc2)cc(=O)n(C)c1=O	-1.9	0.1
10	O=C(NCc1cccnc1)c1ccnc(N2CCc3ccccc3C2)c1	0.4	0.3

#	TEAD-YAP block	MITF primary
1	6.8	-3.4
2	14.7	-0.7
3	-1.5	3.2
4	8.7	12.7
5	-0.8	-18.7
6	1.3	12.6
7	2.2	15.5
8	-18.3	3.1
9	5.5	6.0
10	-1.3	19.7

Compound profiles, as listed above. Values in the order: GPR151 ag, FBW7 activator, TEAD-YAP block, MITF primary
Entry for `CC1=C(C#N)C(=O)N(CCCO)C(=O)/C1=C\c1ccc(-c2ccc(Br)cc2)o1` → -0.6, -0.1, 8.7, 12.7
Entry for `COc1nc(Nc2ccc(C)cc2)nc(NC2CCCC2)n1` → 0.0, -0.2, -18.3, 3.1
Entry for `Cc1nn(C2CCS(=O)(=O)C2)c(Cl)c1C=O` (stereo not drawn) → -0.5, 0.4, 2.2, 15.5
Entry for `Cn1c(NC(=O)c2ccc(N3C(=O)CCC3=O)cc2)cc(=O)n(C)c1=O` → -1.9, 0.1, 5.5, 6.0
Entry for `CCOC(=O)c1ccc(NC(=O)CSc2cn(Cc3ccc(Cl)cc3)c3ccccc23)cc1` → -0.2, 0.0, 14.7, -0.7

Next entries follow.
#	canonical_smiles	GPR151 ag	FBW7 activator
11	CSCCC(N)c1nc2ccccc2n1Cc1ccccc1 (stereo not drawn)	-0.4	0.0
12	Cc1ccc(N2C(=O)C3C4c5ccccc5C(CO)(c5ccccc54)C3C2=O)c(Br)c1 (stereo not drawn)	-0.8	0.0
13	C/C(=N\NC(=O)c1ccccc1)c1nnn(-c2nonc2N)c1C	0.0	0.2
14	COc1ccccc1NC(=S)N1CCCCCC1	1.4	0.1
15	COC(=O)CN1C(=O)C(C)(C)Oc2ccc(C(=O)Nc3ccccc3F)cc21	0.2	0.0
16	Cc1ccc(C2C3=C(CCCC3=O)N(c3ccc(F)cc3)C3=C2C(=O)CCC3)cc1	1.3	-0.1
17	NC(=O)c1ccccc1Nc1cc(NC(=O)Cc2ccc(CN3CCOCC3)cc2)ncc1C(F)(F)F	1.4	-0.1
18	O=C1c2ccccc2C(=O)N1c1cccc2ccccc12	2.3	0.1
19	Cc1ccc(C)n1-c1ccc(C(=O)O)c(Cl)c1	2.4	-0.7
20	CCc1ccc(N2C(=O)CC(C(=O)OC)=C2C)cc1	-1.7	-0.1

#	TEAD-YAP block	MITF primary
11	9.2	5.4
12	-3.4	7.7
13	-47.9	-2.0
14	-6.2	10.2
15	-21.6	2.1
16	6.8	0.4
17	98.6*	6.0
18	-7.3	9.4
19	-6.5	81.3*
20	-1.2	11.4

Continuation.
#	canonical_smiles	GPR151 ag	FBW7 activator
21	O=C(O)CCn1nnc2ccccc2c1=O	-1.2	0.2
22	CCOc1ccc(CN2CCN(Cc3cnc(SC)nc3)CC2CCO)cc1 (stereo not drawn)	2.1	-0.1
23	O=C(N/N=C/c1ccccc1)C1CC12CCC2 (stereo not drawn)	1.9	0.3
24	COc1ccc2nc(N3CCCC(C(=O)NCc4ccccc4Cl)C3)sc2c1 (stereo not drawn)	0.6	-0.1
25	O=C(NCCn1ccc2ccccc21)c1ccc(F)cc1	-1.1	0.8
26	Cc1nc(SCC(=O)c2ccc(F)cc2)n[nH]1	0.3	0.2
27	Cc1ccc(C)c(NC(=O)Cn2nc(C)c3ccccc3c2=O)c1	1.9	-0.1
28	Cc1cc(NC(=O)CSc2nc3ccccc3c(=O)n2CCCN2CCCCC2)n[nH]1	-0.1	0.2
29	Cc1ccc(NC(=O)N[C@H]2C[C@H]3C(=O)N[C@H](C)C(=O)N3C2)cc1C	-0.5	-0.2
30	CCC1CCCCN1Cc1c(C)[nH]c2ccccc2c1=O (stereo not drawn)	-1.1	0.0

#	TEAD-YAP block	MITF primary
21	6.9	8.3
22	-0.8	2.3
23	-32.6	26.4
24	-1.0	-2.5
25	-48.5	20.0
26	7.8	-2.9
27	7.6	7.6
28	83.6*	7.0
29	-5.5	-5.8
30	-4.6	14.5

Next section
#	canonical_smiles	GPR151 ag	FBW7 activator
31	CCCn1cc(SCC(=O)N2CCc3ccccc32)c2ccccc21	0.2	0.0
32	O=C(Nc1ccc([N+](=O)[O-])cc1)c1cccs1	-1.3	0.1
33	N#Cc1c(NCc2ccccc2)ccnc1NCc1cccnc1	-0.4	0.0
34	CNC(=O)c1ccccc1-c1nc(-c2cccc(C)c2)no1	0.8	0.0
35	CC(=O)N1CCN(S(=O)(=O)c2cccc(C(=O)OC3CCOC3=O)c2)CC1 (stereo not drawn)	0.1	0.7
36	CCOc1cccc(C2CC(c3ccc4c(c3)OCO4)=NC(c3ccc(Cl)cc3)N2)c1O (stereo not drawn)	0.2	-0.1
37	Nc1ccc(Nc2nc(-c3ccc(Cl)cc3)cs2)cc1	-0.1	0.0
38	Cn1nc(C(C)(C)C)cc1C(=O)NCc1ccc2c(c1)CCO2	-0.2	0.8
39	COc1cc(OC)c(C2C(C#N)=C(N)Oc3cc(C)n(CCN(C)C)c(=O)c32)cc1OC (stereo not drawn)	-0.3	-0.2
40	CCCP(=O)(CC(=O)O)c1ccccc1 (stereo not drawn)	2.8	0.3

#	TEAD-YAP block	MITF primary
31	8.8	2.7
32	-20.5	12.3
33	26.4	4.6
34	-12.0	-5.8
35	-1.8	13.1
36	-55.7	11.3
37	-74.9	1.1
38	42.4*	-3.2
39	-9.3	4.0
40	5.9	33.2

Going on with the list:
#	canonical_smiles	GPR151 ag	FBW7 activator
41	NNC(=O)/C(=C/c1cccs1)NC(=O)c1ccccc1	-0.6	-0.2
42	O=c1oc2c(Cl)cc(NS(=O)(=O)c3ccc(F)cc3)cc2s1	-0.8	0.3
43	COCC1=C(C(=O)O)N2C(=O)[C@@H](NC(=O)/C(=N\OC)c3csc(N)n3)[C@H]2SC1	1.6	0.0
44	O=C(O)c1ccc(/C=C2\SC(=S)N(NC(=O)c3ccccc3[N+](=O)[O-])C2=O)cc1	1.4	-0.1
45	CC[N+]12CCC(CC1)C(C(=O)c1cccs1)C2 (stereo not drawn)	-0.6	0.2
46	O=C1NS(=O)(=O)c2cc3c(cc21)C(=O)NS3(=O)=O	-1.7	0.6
47	O=S(=O)(Nc1cc(S(=O)(=O)N2CCCC2)ccc1O)c1ccc2ccccc2c1	-0.6	0.3
48	CN(Cc1nc(-c2cccc([N+](=O)[O-])c2)no1)S(=O)(=O)c1ccc(Cl)cc1	-0.8	0.0
49	Cc1cc(NS(=O)(=O)c2ccc(NC(=O)COc3cc(C)c(Cl)c(C)c3)cc2)nc(C)n1	2.4	-0.1
50	COc1ccccc1-n1c(=S)sc2c(=O)n(Cc3ccccc3)c(SCc3ccc(Cl)cc3)nc21	1.4	-0.1

#	TEAD-YAP block	MITF primary
41	46.6*	-0.3
42	-8.4	6.1
43	1.7	6.1
44	-4.5	18.0
45	0.2	1.9
46	-4.8	21.4
47	-13.0	11.4
48	5.2	10.5
49	2.1	6.0
50	5.5	2.3

Continued.
#	canonical_smiles	GPR151 ag	FBW7 activator
51	CSCCCNCc1ccccc1OCC(O)CN1CCc2ccccc2C1 (stereo not drawn)	4.4	-0.1
52	COc1ccc(/C=N/n2c(C)cc(C)c(C#N)c2=O)cc1	-0.9	0.3
53	S=C(NCCc1ccccc1)NCCn1cc(Cl)cn1	0.7	-0.1
54	COc1ccc2oc(=O)c(C(=O)Nc3c(F)cccc3F)cc2c1	-1.3	1.2
55	CCOc1ccc(NC2=NS(=O)(=O)c3ccccc32)cc1	-1.2	0.2
56	COc1ccc(C(=O)Nn2cnc3ccccc3c2=O)cc1	0.4	-0.1
57	COc1ccc(CN[C@H]2C[C@H]3C(=O)N[C@H](CC(C)C)C(=O)N3C2)cc1	5.1*	-0.2
58	Cc1ccc(S(=O)(=O)N2CCOC23CCN(S(=O)(=O)c2cc(F)ccc2F)CC3)cc1	0.2	-0.1
59	CCOc1cc(C=O)cc(Br)c1OC(C)C(=O)OC (stereo not drawn)	0.0	0.5
60	Cc1ccc(CN2C(=O)CSc3ccc(C(=O)NC4CCCC4)cc32)cc1	-0.4	0.1

#	TEAD-YAP block	MITF primary
51	11.0	-5.9
52	-8.5	24.6
53	-9.6	-12.6
54	-12.9	2.8
55	10.1	-20.3
56	-54.7	-2.4
57	-5.1	6.2
58	-13.2	0.7
59	1.9	18.9
60	4.9	5.8

(further entries)
#	canonical_smiles	GPR151 ag	FBW7 activator
61	C=CCNC(=O)CC(=O)N/N=C/c1ccc2c(c1)OCO2	0.5	0.1
62	O=C1OC(c2ccccc2Cl)=N/C1=C\c1ccc(Cl)cc1	0.3	0.1
63	COc1c(Cl)cc(Cl)cc1/C=C1\SC(N)=NC1=O	-1.1	0.4
64	Cc1cc(=O)[nH]c2cc(N(C)C)ccc12	1.0	0.0
65	Cc1c(C2=N/C(=C/c3coc4ccccc4c3=O)C(=O)O2)cccc1[N+](=O)[O-]	1.4	-0.1
66	CC(=O)Nc1ccc(Nc2nc(-c3c(C)noc3C)nc3c2ncn3C2CCCCC2)cc1	-1.8	0.0
67	Cc1ccc(S(=O)(=O)N2CCN(C(=O)CN3CCOCC3)C2)cc1	-1.7	0.7
68	Cc1nc(NC(=O)c2cc3cc(Br)ccc3oc2=O)sc1C	0.4	0.2
69	CC(=O)Nc1ccc(NC(=O)c2csc(Nc3nccc4ccccc34)n2)cc1	-1.2	0.1
70	Cc1ccc(-c2nnc(N3CCN(C(=O)CN4CCOCC4)CC3)c3ccccc23)cc1	0.7	0.1

#	TEAD-YAP block	MITF primary
61	-4.0	14.3
62	4.3	10.1
63	-5.6	3.4
64	8.5	3.9
65	-3.0	1.0
66	-43.3	-9.2
67	-11.4	-1.2
68	12.5	5.8
69	5.0	21.8
70	1.5	8.2

More compounds:
#	canonical_smiles	GPR151 ag	FBW7 activator
71	Cc1nn(C)c(C)c1CN(C)C(=O)c1cnn2c(C(F)(F)F)cc(-c3ccccc3)nc12	0.5	0.0
72	O=C1SC(c2cc(I)ccc2Cl)=N/C1=C/c1ccc(-c2cccc(C(F)(F)F)c2)o1	0.0	0.1
73	COc1ccc2nc(NC(=O)c3ccco3)sc2c1	-7.6	0.0
74	CNC(=O)CN(Cc1ccccc1Cl)S(=O)(=O)c1ccc(Cl)cc1	0.3	-0.1
75	C/C(CC(=O)Nc1ccc([N+](=O)[O-])cc1)=N\NC(=O)c1ccccc1O	-1.2	-0.1
76	Cc1ccc(-n2c(SCC(=O)OC(C)C)nnc2-c2cccnc2)cc1	0.2	0.0
77	Cc1ccccc1S(=O)(=O)Cc1ccc(C(=O)N2CCN(c3ncccn3)CC2)o1	-1.2	0.6
78	Cc1cccc(N2C(N)=C(C#N)C(c3ccc(N(C)C)cc3)C3=C2CC(C)(C)CC3=O)c1 (stereo not drawn)	-0.8	0.5
79	CCOC(=O)c1nc(Nc2ccc(F)cc2)c2ccccc2n1	0.8	0.0
80	O=C(Cn1ccc([N+](=O)[O-])n1)Nc1cc(F)ccc1F	0.2	0.0
81	Cc1cc(NC(=O)CN(c2cccc([N+](=O)[O-])c2)S(C)(=O)=O)ccc1Br	1.7	0.0

#	TEAD-YAP block	MITF primary
71	-3.9	-4.5
72	-8.5	4.2
73	41.8*	5.4
74	-9.6	-0.7
75	-14.7	4.7
76	9.4	9.1
77	3.4	3.5
78	-8.7	20.2
79	8.1	-6.0
80	-7.6	0.0
81	6.6	8.1

Individual results from the entries so far:
entry 75 – GPR151 ag: -1.2
entry 72 – TEAD-YAP block: -8.5
entry 81 – FBW7 activator: 0.0
entry 77 – FBW7 activator: 0.6

Ordered by length of the SMILES (ascending): part of the list above.
#	canonical_smiles	GPR151 ag	FBW7 activator
30	CCC1CCCCN1Cc1c(C)[nH]c2ccccc2c1=O (stereo not drawn)	-1.1	0.0
8	COc1nc(Nc2ccc(C)cc2)nc(NC2CCCC2)n1	0.0	-0.2
79	CCOC(=O)c1nc(Nc2ccc(F)cc2)c2ccccc2n1	0.8	0.0
49	Cc1cc(NS(=O)(=O)c2ccc(NC(=O)COc3cc(C)c(Cl)c(C)c3)cc2)nc(C)n1	2.4	-0.1

#	TEAD-YAP block	MITF primary
30	-4.6	14.5
8	-18.3	3.1
79	8.1	-6.0
49	2.1	6.0

Compound activity (PubChem BioAssay)
